FUS yeast rescue = FUS proteinopathy suppression in yeast | S. cerevisiae FUS-expressing, growth rescue, OD600, 24 h | AID 1347120 | actives 0.24% (n = 390,000) | Potency, µM (series often up to 76.6 µM), for inactives: top-dose growth rescue (activation), most hits filed as activators;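 also: plate controls were DMSO vehicle for no effect and reference control for full effect; nearly all actives have a fitted effect of over 55% in size; some results filed as inactive show a strong effect at the top dose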
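Yeast expressing FUS under galactose induction, OD 0.005 in 2% galactose medium; compounds in a dilution series, 24 h at 30C. Growth rescue by absorbance at 600 nm; CP55940 positive control, DMSO negative.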
EPAC2 ag = EPAC2 (human) agonism; Q8WZA2; EPAC2 activation, biochemical qHTS; response scale: 100% = 6.5 mM cAMP response; Potency, µM (series often up to 154 µM), inactives show at the highest dose activation, actives largely listed as activators; actives 0.079% (n = 360,000); AID 720711; also: nearly all actives have a fitted effect of over 50% in size
Target sequence (Q8WZA2 whole entry, looked up): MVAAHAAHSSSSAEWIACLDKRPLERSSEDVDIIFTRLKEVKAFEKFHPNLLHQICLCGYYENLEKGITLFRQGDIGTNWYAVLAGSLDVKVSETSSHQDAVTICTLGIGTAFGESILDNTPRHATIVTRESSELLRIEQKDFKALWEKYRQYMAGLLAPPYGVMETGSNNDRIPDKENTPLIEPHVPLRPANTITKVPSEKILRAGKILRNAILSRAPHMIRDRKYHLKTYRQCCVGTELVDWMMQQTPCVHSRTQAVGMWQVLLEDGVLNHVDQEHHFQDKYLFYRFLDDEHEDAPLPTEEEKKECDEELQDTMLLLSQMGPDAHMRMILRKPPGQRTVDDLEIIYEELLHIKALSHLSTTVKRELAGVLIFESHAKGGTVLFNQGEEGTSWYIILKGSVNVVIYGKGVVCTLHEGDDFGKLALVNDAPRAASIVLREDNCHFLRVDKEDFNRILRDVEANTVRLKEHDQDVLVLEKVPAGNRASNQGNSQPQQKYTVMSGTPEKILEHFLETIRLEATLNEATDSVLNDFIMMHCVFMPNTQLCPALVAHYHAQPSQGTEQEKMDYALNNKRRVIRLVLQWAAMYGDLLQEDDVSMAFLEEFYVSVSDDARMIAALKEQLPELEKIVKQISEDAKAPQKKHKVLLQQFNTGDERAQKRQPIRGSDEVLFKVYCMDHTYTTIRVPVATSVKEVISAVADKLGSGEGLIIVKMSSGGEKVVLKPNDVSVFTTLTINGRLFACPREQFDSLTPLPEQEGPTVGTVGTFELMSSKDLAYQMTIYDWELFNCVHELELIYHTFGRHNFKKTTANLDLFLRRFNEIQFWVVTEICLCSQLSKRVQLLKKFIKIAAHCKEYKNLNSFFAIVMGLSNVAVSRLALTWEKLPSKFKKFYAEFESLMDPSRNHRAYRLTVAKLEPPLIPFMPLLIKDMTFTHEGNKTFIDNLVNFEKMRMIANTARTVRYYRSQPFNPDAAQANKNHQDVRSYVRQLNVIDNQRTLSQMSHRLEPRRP
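Setup: EPAC2 100 nM, labeled Rap1B complex 250 nM, free GDP 50 uM. Compound titrations pinned in, brief spin, 5 min room temperature incubation. Kinetic fluorescence read over 30 min, normalized to 6.5 mM cAMP.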
TDP-43 yeast inh = TDP-43 toxicity inhibition in yeast; TDP-43 expressing yeast growth rescue, BacTiter-Glo, 24 h; Potency, µM (series often up to 46.1 µM), for inactives: top-dose growth rescue (activation), hits mostly activators; actives 1.8% (n = 410,000); also: % of control where 0% means no effect; nearly all actives have a fitted effect of over 50% in size
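Growth rescue of TDP-43-toxic yeast measured as ATP luminescence (BacTiter-Glo). Cells grown to mid-log in raffinose, induced in galactose at OD600=0.02, exposed to compound 24 hr at 30 deg C.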
PTHR1 agonist = PTHR1 (human) receptor agonism | Q03431 | HEK293 GP2 PTHR1 cells, GloSensor cAMP luminescence, 1 h | Potency, µM (doses to about 115 µM), for the others: at the top dose activation, hits mostly activators | actives 0.075% (n = 410,000); also: nearly all actives have a fitted effect of over 55% in size; some results filed as inactive show a strong effect at the top dose; inactives centre near -15; many of its hits are not listed in these tables
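HEK-293-derived GP2 cells expressing PTHR1 and a GloSensor cAMP reporter, 3,000/well, plated overnight, given luciferin plus IBMX (each 0.5 mM as added) for 1 h at 37 °C, then compound for 1 h at 37 °C. Luminescence was read after 15 min at room temperature.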
aSyn rescue = alpha-synuclein toxicity inhibition in yeast. Yeast expressing alpha-synuclein, growth rescue, BacTiter-Glo, 24 h. Potency, µM (doses to about 46.1 µM), inactives show top-dose growth rescue (activation), hits mostly activators. actives 0.14% (n = 370,000). AID 652106; also: % of control where 0% means no effect; nearly all actives have a fitted effect of over 65% in size
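Rescue of yeast growth: cells expressing toxic alpha-synuclein, induced in galactose at OD600 0.02, incubated with compound 24 h at 30 C. ATP luminescence quantified growth; inhibitors of toxicity appear as activators.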
EPAC2 antagonist = antagonists of human EPAC2. Potency, µM (doses to about 114 µM), without a hit: at the top dose activity, negative = inhibition, usual class: inhibitors. EPAC2 GEF exchange of Rap1B-BODIPY-GDP, fluorescence. actives 0.18% (n = 360,000); also: % is scaled to controls: 0 for no effect and ±100 for the full control effect; nearly all actives have a fitted effect of over 45% in size; many of its hits are not listed in these tables
EPAC1 ag = agonists of human EPAC1 | O95398 | EPAC1 agonist qHTS, biochemical assay; response scale: 100% = response to 6.5 mM cAMP | Potency, µM (highest dose often 154 µM), for inactives: top-dose activation, actives largely listed as activators | actives 0.073% (n = 360,000); also: nearly all actives have a fitted effect of over 60% in size
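EPAC1 100 nM, Rap1B–BODIPY-GDP 250 nM, unlabeled GDP 50 uM; compound titration; 5 min RT; kinetic read ex480/em540 at 5-min intervals ×30 min; data normalized to 6.5 mM cAMP agonist control.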
EPAC1 antagonist = antagonists of human EPAC1; EPAC1 GEF assay, Rap1b-BODIPY-GDP exchange fluorescence; Potency, µM (series often up to 115 µM), inactives show at the top dose activity change, negative = inhibition, usual class: inhibitors; actives 0.14% (n = 360,000);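 also: plate controls were vehicle for no effect and positive control for full effect; nearly all actives have a fitted effect of over 50% in size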
Numbers without * were called inactive; i = inactive; ? = inconclusive; / = no result given; [ ] = dose if it differs, or a comment. Calls follow the shape of the dose curve; as a rule, active = well fitted curve in the direction sought with a large enough effect; inconclusive = small, poorly fitted or top-dose-only effect, or another doubt; inactive = no such curve, though single readings can be large; an effect the other way counts as inactive or inconclusive. Potency is read from the fitted curve at half-maximal effect.

SMILES	FUS yeast rescue	EPAC2 ag	TDP-43 yeast inh	PTHR1 agonist	aSyn rescue	EPAC2 antagonist	EPAC1 ag	EPAC1 antagonist
CCCN(CCO)Cc1ccc(F)c(Br)c1	-5%	5%	-12%	i	-13%	2%	-9%	1%
Oc1ccc(Nc2ncnc3c2oc2ccccc23)cc1	-1%	-7%	13%	-37%[inhibitor]	5%	1%	1%	-12%
CC1(c2ccccc2)NC(=O)N(CC(=O)N2CCc3ccccc32)C1=O (centres undefined)	-9%	9%	?	-24%	3%	0%	11%	-1%
CC(C)C[C@@H](CO)N(Cc1ccccc1)S(=O)(=O)N(Cc1ccccc1)[C@@H](CO)CC(C)C	32%	-9%	-21%	-24%	-12%	-15%	-25%	-25%
CC(=O)Nc1cccc(/C(C)=N/NS(=O)(=O)c2ccccc2)c1	2%	3%	-10%	-9%	3%	0%	-7%	-3%
Cc1ccc(NC(=O)CCCOc2ccccc2)cc1S(=O)(=O)N1CCOCC1	15%	11%	6%	-45%[inhibitor]	?	-2%	-2%	4%
c1ccc(Nc2nc(NCCN3CCOCC3)nc(Nc3ccccc3)n2)cc1	12%	-1%	9%	-20%	10%	-10%	-1%	-7%
CN(C(N)=S)c1ccccc1	-7%	-1%	-1%	-20%[57.5 µM]	0%	-3%	-4%	-13%
CN1CCN(CCCNC(=O)Cn2ncc3c4ccccc4n(C)c3c2=O)CC1	-25%	7%	18%	6%	2%	6%	-1%	-8%
CC(C)c1nnc(NC(=O)C2CCCN2C(=O)Nc2ccccc2F)s1 (centres undefined)	-26%	1%	3%	-6%	7%	-3%	9%	9%
COc1ccc(C(=O)c2c3ccccc3[n+]([O-])n2CCC(N)=O)cc1	-9%	17%	4%	i	1%	4%	-9%	-10%
Cc1cc(=O)oc2cc(OC(C)C(=O)NCC3CCCO3)ccc12 (centres undefined)	7%	-4%	-16%	i	-2%	-13%	-3%	-22%
CN1CCN(/C(=N\O)c2nonc2N)CC1	-2%	5%	18%	i	5%	6%	7%	8%
C=CCc1ccccc1OCC(=O)N/N=C/c1ccccc1OCC	-5%	2%	?	i	0%	0%	11%	-8%
C[C@H]1C(=O)N(C)CCN1C(=O)c1ccc(OC2CCN(CCc3ccccc3)CC2)cc1	-12%	5%	16%	i	1%	-1%	-2%	4%

Single records, from the list above:
Profile of CC1(c2ccccc2)NC(=O)N(CC(=O)N2CCc3ccccc32)C1=O (centres undefined) = FUS yeast rescue = -9%; EPAC2 ag = 9%; TDP-43 yeast inh = ?; PTHR1 agonist = -24%; aSyn rescue = 3%; EPAC2 antagonist = 0%; EPAC1 ag = 11%; EPAC1 antagonist = -1%
Profile of COc1ccc(C(=O)c2c3ccccc3[n+]([O-])n2CCC(N)=O)cc1 = FUS yeast rescue = -9%; EPAC2 ag = 17%; TDP-43 yeast inh = 4%; PTHR1 agonist = i; aSyn rescue = 1%; EPAC2 antagonist = 4%; EPAC1 ag = -9%; EPAC1 antagonist = -10%

Carrying on:
SMILES	FUS yeast rescue	EPAC2 ag	TDP-43 yeast inh	PTHR1 agonist	aSyn rescue	EPAC2 antagonist	EPAC1 ag	EPAC1 antagonist
Cc1ccccc1NCc1cccn1-c1nnc(N2CCOCC2)s1	34%	/	-2%	i	13µM*	/	/	/
Cn1c(O)c(C2=c3ccccc3=NC2=O)sc1=Nc1ccc(Cl)cc1	7%	0%	9%	-15%	-4%	14%	-7%	2%
CCCC(C)NC(=O)Cn1c(=O)c2c(ncn2CCC(C)C)n(Cc2ccccc2)c1=O (centres undefined)	6%	-5%	-4%	-13%	0%	36%[activator]	-15%	13%
CC(C)c1ccc(/C=C2\Oc3c(ccc(O)c3CN3CCN(C)CC3)C2=O)cc1	3%	23%	-22%	?	5%	23%	2%	16%
Clc1ccc(CSc2ccc(-c3ccco3)nn2)cc1	-3%	11%	17%	-1%	9%	9%	0%	5%
CC(C)(C)C1CCc2sc(-c3nnc(CCl)o3)cc2C1 (centres undefined)	-8%	0%	0%	i	9%	-14%	0%	-3%
CC1CN/C(=C\C(=O)c2ccc(Br)cc2)C(=O)N1 (centres undefined)	-6%	-2%	?	-23%	0%	14%	-3%	3%
COc1cccc(C(C(=O)NC2CCCCC2)N(C(=O)c2csnn2)C2CC2)c1 (centres undefined)	8%	5%	-26%	i	1%	-2%	-6%	13%
O=C(NCCc1cn2ccsc2n1)C1CCCCC1	-14%	16%	0%	i	-6%	5%	3%	19%
CCN(CC)S(=O)(=O)c1ccc2c(c1)c(=O)c(C(=O)N1CCc3ccccc3C1)cn2C	24%	-3%	0%	i	0%	4%	2%	-1%
COc1cc(S(=O)(=O)Nc2ccc(Br)cc2)ccc1N	-3%	10%	12%	-9%	2%	-14%	9%	3%
Cc1ccc(C(=O)N/N=c2\oc3ccccc3cc2C(N)=O)cc1	-12%	2%	8%	-8%	-7%	-3%	11%	-6%
COc1ccc(-n2nc3c(c2NC(=O)C(C)C)CSC3)cc1	-26%	12%	24%	-16%	-7%	0%	6%	-3%
CC(C)(CNC(=O)c1ccc(S(=O)(=O)Nc2cccc(C(F)(F)F)c2)cc1)N1CCOCC1	10%	7%	12%	-28%	-2%	-1%	-11%	-10%
CCc1cccc(NC(=O)C2CCN(c3ncnc4sc(C)c(C)c34)CC2)c1	?	11%	?	-45%[inhibitor]	-6%	-12%	14%	-6%
COc1cc(/C=C(\C#N)C(=O)N2CCOCC2)ccc1OCc1ccccc1	11%	18%	-12%	-32%[inhibitor]	6%	12%	8%	9%
CC(=O)N1N=C(c2ccc(C(C)(C)C)cc2)OC1(C)C	/	3%	-5%	-25%	-22%	-19%	-2%	-13%
Cc1ccccc1C(=O)N1CCC(C(=O)Nc2nccs2)CC1	-3%	-3%	2%	i	4%	-1%	-3%	-4%
Cc1c(C(=O)NC(C)c2ccccc2)c(-c2ccccc2)nn1-c1ccccc1 (centres undefined)	-4%	-6%	15%	-7%	-2%	2%	1%	-8%
COC(=O)C1CSc2[nH]c(=O)sc2C1c1ccc(OC)c(OC)c1 (centres undefined)	8%	7%	-1%	-12%[57.5 µM]	-4%	-3%	-6%	-8%
COc1ccc(NC(=O)CSc2nnnn2C)cc1	-4%	8%	2%	i	3%	-1%	-5%	-4%
O=C(COC(=O)c1ccc(F)c(S(=O)(=O)N2CCOCC2)c1)Nc1ccc2c(c1)OCO2	4%	0%	10%	-28%	1%	0%	-2%	-19%
O=C(COC(=O)c1cn(-c2ccccc2)nc1-c1ccccc1)Nc1ncc(Cl)cc1Cl	21%	-7%	-6%	i	-1%	21%	-1%	-8%
O=C(CNC(=S)N(Cc1ccccc1F)C1CCCCC1)NCCN1CCOCC1	4%	1%	11%	i	6%	4%	5%	7%
CCOc1cc(/C=N/NC(=O)Cn2nc([N+](=O)[O-])cc2C)cc(Br)c1OCc1ccccc1F	20%	2%	-5%	4%[57.5 µM]	-9%	11%	-14%	17%
CN(C)c1ccc(-c2nnc(-c3ccccc3F)o2)cc1	7%	12%	-16%	-25%	-3%	-4%	2%	?
Cc1ccc(Nc2nc(Cl)c(C=O)s2)cc1Cl	24%	-3%	3%	-25%	-2%	-4%	14%	0%
COc1ccccc1N(C)S(=O)(=O)c1ccc(Cl)c(C(=O)NCc2cccnc2)c1	11%	6%	-2%	i	0%	2%	8%	8%
C/C(=N\NC(=O)c1ccc(Cl)cc1)c1cccc(NC(=O)C(C)C)c1	14%	3%	-2%	i	4%	6%	-6%	-4%
COc1ccc(NC(=O)CSc2nc(N)c(-c3ccccc3)c(=O)[nH]2)cc1	-34%	8%	-2%	-9%[57.5 µM]	-9%	4%	2%	1%

In the list so far, 2 contain a furan ring, fused or not:
SMILES	FUS yeast rescue	EPAC2 ag	TDP-43 yeast inh	PTHR1 agonist	aSyn rescue	EPAC2 antagonist	EPAC1 ag	EPAC1 antagonist
Oc1ccc(Nc2ncnc3c2oc2ccccc23)cc1	-1%	-7%	13%	-37%[inhibitor]	5%	1%	1%	-12%
Clc1ccc(CSc2ccc(-c3ccco3)nn2)cc1	-3%	11%	17%	-1%	9%	9%	0%	5%

Next section.
SMILES	FUS yeast rescue	EPAC2 ag	TDP-43 yeast inh	PTHR1 agonist	aSyn rescue	EPAC2 antagonist	EPAC1 ag	EPAC1 antagonist
COc1cc(CC(=O)NC2CCCc3ccccc32)cc(OC)c1OC (centres undefined)	-4%	6%	6%	-1%	2%	-2%	-3%	11%
O=C(NCCCN1CCOCC1)c1cccc(NC(=O)c2ccccc2)c1	-16%	5%	20%	-1%	-3%	-1%	4%	7%
O=C1NC(=O)/C(=C/C(=O)N2CCOCC2)S1	-20%	7%	8%	i	1%	-3%[57.1 µM]	5%	3%
CN(CC(=O)Nc1cccc2c1CCCC2)S(=O)(=O)c1ccccc1	26%	11%	?	i	3%	-3%	11%	3%
CCOC(=O)c1c(NC(=O)c2cccs2)sc(C(=O)N2CCOCC2)c1C	-6%	1%	12%	-12%	7%	8%	7%	-2%
S=C1N[C@H]2CCCC[C@@H]2N1	-1%	11%	-10%	-16%	-4%	17%	3%	-8%
Cc1cccc(NC(=O)CSc2cc(C(=O)c3nccn3C)c3ccccc3n2)c1	-8%	-3%	-8%	-3%	-14%	5%	8%	-1%
COc1ccc2oc(C(=O)OCC(=O)NCCc3ccccc3)c(C)c2c1	-3%	1%	21%	-21%	10%	7%	-17%	12%
COCC(=O)N1CCC(Oc2ccc(C(=O)NC(C)c3nc(C)sc3C)cc2)CC1 (centres undefined)	-15%	-1%	-1%	i	7%	8%	-3%	-2%
Nc1nn(-c2cccc(F)n2)cc1-c1ccccc1	14%	7%	8%	-39%	-5%	5%	3%	4%
COc1ccc(-c2cc(N)n(S(=O)(=O)Cc3ccccc3)n2)c(OC)c1	-4%	7%	?	-30%[inhibitor]	7%	4%	-11%	0%
Cc1ccc(C(=O)NCC(c2ccc(F)cc2)N2CCOCC2)cc1 (centres undefined)	5%	4%	5%	-30%	4%	8%	5%	3%
COc1ccc(NC(=O)NN(C(=O)c2ccccc2)C(C)(C)C)cc1	/	3%	0%	i	6%	7%	1%	8%
COc1ccccc1-c1ccc2c(c1)C(C)(Cc1ccc(Cl)cc1)C(=O)N2 (centres undefined)	8%	-5%	17%	-4%	0%	-10%	13%	-10%
COCc1cc(C)nc(Nc2ccccc2C)c1C#N	0%	1%	-6%	12%[57.5 µM]	2%	9%	-2%	8%
Cc1ccc(-c2csc(N)n2)cc1	21%	8%	-9%	i	-23%	-16%	6%	1%
Cc1ccc(C(=O)N2C3=C(CCCC3)C(=O)NC23CCCCC3)cc1	15%	8%	-18%	i	-1%	4%	2%	-3%
CC(=O)Nc1ccc(SCC(=O)Nc2cc(C)on2)cc1	-14%	3%	5%	i	2%	-1%	1%	-20%

Source: PubChem (National Center for Advancing Translational Sciences (NCATS))

A portion of the library (hit frequency here may not be typical).
